Screening results (PubChem BioAssay)
RNase H inhibition – RNase H inhibition, HIV 1 Gag Pol polyprotein, FRET biochemical assay, screening (AID 372); HIV-1 RT RNase H, FRET RNA/DNA substrate fluorescence; higher % means a stronger effect; one-dose inhibition, % at 10 µM; IC50 in µM for titrated hits; 100,000 tested, 0.77% active; in the data active = inhibition above about 50%
An asterisk follows results filed as active.

SMILES	RNase H inhibition
CCOC(=O)c1sc(NC(=O)CCOc2ccccc2)c(C(=O)OCC)c1C	16.0%
O=C(C[n+]1csc2ccccc21)NC1CCCCC1	7.0%
Cc1occc1C(=O)N/N=C/c1ccc(Cl)cc1Cl	5.0%
COc1cccc(C2=NN(C(=O)CCc3ccccc3)C(O)(C(F)(F)F)C2)c1 (stereo unspecified)	48.0%
COc1ccc(-c2ccc(/C=C3\C(=O)NC(=O)N(c4ccc(Br)cc4)C3=O)o2)c([N+](=O)[O-])c1	22.0%
CC1=C(C#N)c2nc(N)c(C#N)c(C)c2/C1=C/c1ccc(-c2ccc([N+](=O)[O-])cc2C)o1	12.0%
Brc1ccc(OCCCN2CCOCC2)cc1	7.0%
O=S1(=O)N=C(SCCO)c2ccccc21	2.0%
COc1ccccc1C1C(C(C)=O)=C(O)C(=O)N1CCc1ccccc1 (stereo unspecified)	5.0%
CCCOC(=O)C1=C(C)NC2=C(C(=O)CC(c3ccc(OC)cc3)C2)C1c1ccc(OC)c(Br)c1 (stereo unspecified)	17.0%
COc1ccccc1NC(=O)c1ccc(C)o1	9.0%
O=C(CCC(=O)N1CCc2ccccc21)N1CCc2ccccc21	9.0%

Following part:
SMILES	RNase H inhibition
O=C(Nc1ccc(Cl)cc1)c1cc2n(n1)C(C(F)(F)F)CC(c1ccco1)N2 (stereo unspecified)	9.0%
Cc1c(N2C(=O)/C(=C/c3cccc([N+](=O)[O-])c3)SC2=S)c(=O)n(-c2ccccc2)n1C	13.0%
CCOC(=O)C(=O)Nc1nc(C23CC4CC(CC(C4)C2)C3)cs1	7.0%
CCOC(=O)c1ccc(Nc2c(N)c(=O)oc3ccccc23)cc1	9.0%
CC1=CC(C)(C)N(Cc2ccc([N+](=O)[O-])cc2)c2cc(C)ccc21	32.0%
O=C(Nc1cccc(-c2nc3cc(Cl)ccc3o2)c1)c1cc2ccccc2o1	0.0%
Cc1ccc(NC(=O)/C(=C/c2ccc(Br)cc2)NC(=O)c2ccccc2Cl)cc1	12.0%
CCc1nnc(NC(=O)COc2ccc(C)cc2)s1	4.0%
COc1ccc(C2C(C(C)=O)=C(C)N=c3s/c(=C\c4ccc(N(C)C)cc4)c(=O)n32)c(OC)c1 (stereo unspecified)	26.0%
Cc1ccc(NC(=O)COc2ccc(Br)cc2)c([N+](=O)[O-])c1	12.0%
CCOc1cc(/C=N/Nc2ccc([N+](=O)[O-])cc2)ccc1OCc1ccccc1C#N	22.0%
CCOC(=O)c1sc(NC(=O)CC(c2ccccc2)c2ccccc2)c(C(N)=O)c1C	5.0%

Molecules listed so far containing a CF3 group (2):
SMILES	RNase H inhibition
COc1cccc(C2=NN(C(=O)CCc3ccccc3)C(O)(C(F)(F)F)C2)c1 (stereo unspecified)	48.0%
O=C(Nc1ccc(Cl)cc1)c1cc2n(n1)C(C(F)(F)F)CC(c1ccco1)N2 (stereo unspecified)	9.0%

(further entries)
SMILES	RNase H inhibition
O=C/C(=C\Nc1ccc(Br)cn1)c1nc2cc(Cl)ccc2o1	15.0%
CCOC(=O)C1(C)C=C(Nc2ccc(C)cc2)C(=O)N1c1ccc(C)cc1 (stereo unspecified)	7.0%
CCC(=O)N1N=C2c3ccc(OC)cc3CCC2C1c1ccc(OC)cc1 (stereo unspecified)	7.0%
CCOc1ccc(NC(=O)c2cc(Cl)ccc2[N+](=O)[O-])cc1	0.0%
COc1ccccc1OCC(=O)NNC(=O)c1ccncc1	7.0%
CCCCNC(=S)NNC(=O)C12CC3CC(CC(C3)C1)C2	2.0%
O/C(=C/c1nc2ccccc2nc1/C=C(/O)c1ccccc1)c1ccccc1	4.0%
COC(=O)C1=CNC=C(C(=O)OC)C1c1ccc(C)cc1	6.0%
COc1ccccc1NC(=O)c1cc2ccccc2c(C=Nc2ccc(I)cc2)c1O	20.0%
N#CSCCCCCOc1cccc(Cl)c1	0.0%
CCc1ccc(OCC(O)CN2CCC(C)CC2)cc1 (stereo unspecified)	4.0%
Cc1cccc(N2C(=O)/C(=C/c3ccccc3[N+](=O)[O-])SC2=S)c1	23.0%

Next section
SMILES	RNase H inhibition
O=C(NCCN1CCOCC1)c1nn2c(C(F)(F)F)cc(-c3ccccc3)nc2c1Cl	0.0%
O=C1C2CCCCC2C(=O)N1c1ccccc1Br (stereo unspecified)	0.0%
Nc1cccc(C(=O)Nc2cccc(S(=O)(=O)CCO)c2)c1	4.0%
COC(=O)COc1ccc(/C=C2\C(=O)NC(=O)N(C)C2=O)cc1OC	0.0%
O=C(Cc1ccc([N+](=O)[O-])cc1)Nc1ccc(F)cc1F	0.0%
Cc1cc(C)n(-c2cc(N3CCN(S(=O)(=O)Cc4ccccc4)CC3)ccc2[N+](=O)[O-])n1	10.0%
O=C(NCCN1CCCCC1)c1ccc(/C=N/O)nc1	5.0%
O=C(N/N=C/c1ccc(-c2ccccc2[N+](=O)[O-])o1)c1cccc([N+](=O)[O-])c1	13.0%
COc1ccccc1/C=C1/SC(=S)N(C(C)C(=O)O)C1=O (stereo unspecified)	2.0%
Cc1occc1C(=O)Nc1ccc([N+](=O)[O-])cc1Cl	13.0%
CCOC(=O)c1c(NC(=O)c2ccc(C)o2)sc2c1CCCCCC2	17.0%
CCOc1ccc(Nc2ccc3noc4c3c2C(=O)c2ccccc2-4)cc1	13.0%

The list goes on.
SMILES	RNase H inhibition
O=C(Nc1nnc(-c2ccccc2F)s1)Nc1ccc(Cl)cc1Cl	13.0%
Cc1ccc(NC(=S)NC(=O)c2ccc(Cl)cc2)c(O)c1	12.0%
COc1ccc(OC)c(C2NC(c3cc(OC)ccc3OC)C(C)C(O)(c3ccc(F)cc3)C2C)c1 (stereo unspecified)	0.0%
CCOc1cc(C=O)cc(Br)c1OCc1ccc([N+](=O)[O-])cc1	28.0%
CCOC(=O)C1=C(O)/C(=C/c2ccc(C)o2)SC1=Nc1ccc([N+](=O)[O-])cc1	8.0%
Nc1ccc(-c2cc(N)n(-c3ccccc3)n2)cc1	6.0%
CC(=O)Oc1cccc(N2C(=O)C3C4C=CC(CC4)C3C2=O)c1 (stereo unspecified)	15.0%
CC(=O)C1=C(O)C(=O)N(CCN2CCNCC2)C1c1ccccc1 (stereo unspecified)	5.0%
Cn1c(SCC(=O)c2ccccc2)nc2c(c1=O)C1(CCCC1)Cc1ccccc1-2	8.0%
O=C(NC(=S)Nc1cccc(NC(=O)c2ccccc2Cl)c1)c1cccc(Br)c1	14.0%
CCOc1cc(C2C(C(=O)OCC3CCCO3)=C(C)NC3=C2C(=O)CC(C)(C)C3)cc(Cl)c1O (stereo unspecified)	14.0%
CN(C)c1ccc(/C=C(/C#N)C(N)=O)cc1Br	2.0%

Going on with the list.
SMILES	RNase H inhibition
CSc1ccccc1NC(=O)c1nn2c(C(F)(F)F)cc(-c3ccccc3)nc2c1Br	15.0%
COC(=O)c1ccc(N(C(=O)C(F)(F)F)C2C=CS(=O)(=O)C2)cc1 (stereo unspecified)	1.0%
Nc1ncc2c(n1)CC(c1ccccc1)CC2=O (stereo unspecified)	0.0%
O=C(NC(=S)Nc1ccc2ccccc2c1)c1ccco1	1.0%
CCC(C)c1ccc(NC(=O)c2cccc(OC)c2)cc1 (stereo unspecified)	13.0%
NC(=O)c1c(NC(=O)c2ccco2)sc2c1CCCC2	6.0%
Cc1cc(C)cc(NC(=O)/C=C/C(=O)O)c1	5.0%
COCCOC(=O)C1=C(C)NC2=C(C(=O)CC(C)(C)C2)C1c1cccc(Br)c1 (stereo unspecified)	1.0%
O=[N+]([O-])c1cccc(Cl)c1C1NN=C(c2ccccc2)S1 (stereo unspecified)	10.0%
O=C(Nc1cccc(Cl)c1Cl)c1ccc(Br)o1	16.0%
CCOC(=O)C1C(=O)C=C(c2ccc(C)cc2)CC1c1ccccc1 (stereo unspecified)	8.0%
COc1cc2c(cc1OC)C(c1cc([N+](=O)[O-])ccc1OC(C)=O)N(C(C)=O)CC2 (stereo unspecified)	0.0%

In the list so far, two contain a COOH group:
SMILES	RNase H inhibition
COc1ccccc1/C=C1/SC(=S)N(C(C)C(=O)O)C1=O (stereo unspecified)	2.0%
Cc1cc(C)cc(NC(=O)/C=C/C(=O)O)c1	5.0%

Following part:
SMILES	RNase H inhibition
CC1=C(C(=O)OC2CCCC2)C(c2ccccc2)C2=C(CC(c3ccc(Cl)cc3)CC2=O)N1 (stereo unspecified)	11.0%
C(=N\Nc1nc(N2CCCCC2)nc(N2CCCCC2)n1)/c1cccc(OCc2ccccc2)c1	11.0%
COc1ccc(NC(=O)CN(c2ccc(C)cc2)S(=O)(=O)c2ccc(OC)c(OC)c2)cc1	17.0%
COc1ccc(C(=O)Nc2ccccc2)cc1OC	11.0%
O=C(/C=C/c1ccccc1)C1=C(O)C(=O)N(c2ccc(I)cc2)C1c1ccc([N+](=O)[O-])cc1 (stereo unspecified)	7.0%
c1ccc(C(c2ccccc2)N2CCN(c3nc4ccccc4n4cnnc34)CC2)cc1	14.0%
CC1(C)Nc2ccccc2-c2c1sn(-c1ccc(Cl)c(Cl)c1)c2=S	6.0%
O=C(Oc1ccc(/C=N/n2cnnc2)cc1)c1ccco1	0.0%
Cc1ccccc1NC(=O)C(=O)NNC(=O)COc1ccc(Cl)cc1	14.0%
O=C(CN(Cc1ccccc1)S(=O)(=O)c1ccc(Br)cc1)N1CCOCC1	0.0%
CCc1cc(OCCOCCOc2cccc(OC)c2)ccc1Cl	30.0%
Cc1ccc(NC(=O)/C=C2\SC(=O)N(CN3CCCCC3)C2=O)cc1	24.0%

The list goes on.
SMILES	RNase H inhibition
CCCCOC(=O)c1ccc(NC(C)=O)cc1	0.0%
O=C(O)CSc1nnc(COc2ccccc2)n1-c1ccc(Cl)cc1	9.0%
CCOC(=O)c1c(NC(=O)CSc2nccn2C)sc2c1CCCC2	0.0%
C/C(O)=C/c1nc2ccc([N+](=O)[O-])cc2nc1/C=C(/C)O	9.0%
Cc1sc(NC(=O)/C=C/c2ccccc2)c(C(N)=O)c1C	14.0%
COc1ccccc1OCCCCN1CCOCC1	0.0%
CCCn1c(=O)c(C(=O)Nc2c(C)n(C)n(-c3ccccc3)c2=O)c(O)c2ccccc21	15.0%
O=C(c1ccncc1)N1CCN(C2CCCCC2)CC1	0.0%
C=CCN=C(C)C1=C(O)C(C(=O)OC)C(C)(C)CC1=O (stereo unspecified)	6.0%
Cc1onc(-c2ccccc2)c1[N+](=O)[O-]	6.0%
N#C/C(=C\c1ccccc1Cl)c1nc(-c2cccs2)cs1	29.0%
NC1=NC(=O)/C(=C/c2cc(Cl)ccc2OCc2ccc(F)cc2)S1	43.0%

The final 7 compounds of the part above lead into the next:
SMILES	RNase H inhibition
COc1ccccc1OCCCCN1CCOCC1	0.0%
CCCn1c(=O)c(C(=O)Nc2c(C)n(C)n(-c3ccccc3)c2=O)c(O)c2ccccc21	15.0%
O=C(c1ccncc1)N1CCN(C2CCCCC2)CC1	0.0%
C=CCN=C(C)C1=C(O)C(C(=O)OC)C(C)(C)CC1=O (stereo unspecified)	6.0%
Cc1onc(-c2ccccc2)c1[N+](=O)[O-]	6.0%
N#C/C(=C\c1ccccc1Cl)c1nc(-c2cccs2)cs1	29.0%
NC1=NC(=O)/C(=C/c2cc(Cl)ccc2OCc2ccc(F)cc2)S1	43.0%
O=C1/C(=C/c2ccc(Cl)cc2Cl)SC(=S)N1CC1CCCO1 (stereo unspecified)	19.0%
O=C(NCC1COc2ccccc2O1)c1ccc([N+](=O)[O-])cc1 (stereo unspecified)	1.0%
O=C(Nc1cc(Cl)cc(Cl)c1)c1ccc(C(=O)Nc2cc(Cl)cc(Cl)c2)cc1	3.0%
COc1cccc(NC(=O)c2c(-c3c(Cl)cccc3Cl)noc2C)c1	8.0%
CC(=O)c1cc(F)c(N2CCN(C(=O)c3cccs3)CC2)cc1C	6.0%
COc1ccc(N2C(=O)/C(=C\c3c(OC)cc(OC)cc3OC)C(=O)NC2=S)cc1	1.0%
CCOc1ccc2c(c1)-c1c(ssc1=S)C(C)(C)N2C(=O)CSc1nncn1C	16.0%
COc1cc(/C=C2/C(=O)N(c3ccc(Cl)c(C(=O)O)c3)N=C2C)ccc1Oc1nc2c(c(=O)n(C)c(=O)n2C)n1C	9.0%
COc1ccc(COC(=O)C2=C(C)NC3=C(C(=O)CC(C)(C)C3)C2c2coc3ccccc3c2=O)cc1 (stereo unspecified)	7.0%
COC(=O)c1c(N)sc(C)c1-c1ccc(F)cc1	4.0%
O=[N+]([O-])c1ccccc1S(=O)(=O)NCCOc1ccc(Cl)cc1	4.0%
Cc1nc2cc(NC(=O)c3ccccc3)ccc2n1C	4.0%

(continued)
SMILES	RNase H inhibition
CC1=C(C(=O)OCC(Cl)(Cl)Cl)C(c2ccccc2Cl)NC(=O)N1 (stereo unspecified)	10.0%
CCOc1cc(/C=C2\SC(N)=NC2=O)cc(Cl)c1O	0.0%
O=C(Oc1ccc2c(=O)c(Oc3ccccc3Br)coc2c1)c1ccccc1	18.0%
COc1ccc([N+](=O)[O-])cc1N1C(=O)C2C3C=CC(C3)C2C1=O (stereo unspecified)	7.0%
COCCNC(=O)c1cc([N+](=O)[O-])cc([N+](=O)[O-])c1	7.0%
CCOc1ccc(C(=O)NCc2ccccn2)cc1	4.0%
CC1=C(C(=O)OCc2ccccc2)C(c2sccc2C)NC(=S)N1 (stereo unspecified)	21.0%
Cc1c(NC(=O)c2ccc(-c3cccc([N+](=O)[O-])c3)o2)cccc1-c1nc2ccccc2s1	7.0%
CCOc1ccc(-c2nc(-c3cccc(I)c3)cc(=O)o2)cc1	1.0%
COc1ccc(/C=C2\C(=O)N(c3ccccc3)N=C2c2ccccc2)cc1	15.0%
CCOc1ccc(OCCCOc2ccc([N+](=O)[O-])cc2)cc1	16.0%
COc1ccc(/C=C(\NC(=O)c2ccccc2)C(=O)N/N=C/c2sccc2C)cc1	15.0%
CC(=O)c1ccc(NC(=O)CSc2ncn[nH]2)cc1	1.0%

An excerpt, so the mix of outcomes need not match the whole.
